# Source: PubChem
# IL1B secr inh – qHTS for Inhibitors of Inflammasome Signaling: IL-1-beta AlphaLISA Primary Screen; THP-1 LPS/ATP IL-1B secretion, AlphaLISA, 16 h; stronger effect = lower value; activity change, % at 57.5 µM; actives 4.7% (n = 360,000); in the data active = activity change below about -50%; inconclusive = mostly about -30% to -49%; also: % is scaled to controls: 0 for no effect and ±100 for the full control effect
#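 Secreted IL-1B measured by AlphaLISA bead assay after 16 h compound exposure of THP-1 cells; compounds (final up to 57.5 uM) added 1 h before LPS (250 ng/mL) and ATP (1.25 mM) stimulation; lower signal means less secretion.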
# D3 ag – qHTS of D3 Dopamine Receptor Agonist: qHTS | D3R DiscoveRx beta-arrestin cells, luminescence, 90 min | max activation, % | actives 0.58% (n = 410,000) | AID 652048, 2013; in the data active = max activation above about 30%; also: 0% is about no effect; mostly tested at two doses, the higher about 12 µM
# Target sequence (P35462 whole entry, looked up): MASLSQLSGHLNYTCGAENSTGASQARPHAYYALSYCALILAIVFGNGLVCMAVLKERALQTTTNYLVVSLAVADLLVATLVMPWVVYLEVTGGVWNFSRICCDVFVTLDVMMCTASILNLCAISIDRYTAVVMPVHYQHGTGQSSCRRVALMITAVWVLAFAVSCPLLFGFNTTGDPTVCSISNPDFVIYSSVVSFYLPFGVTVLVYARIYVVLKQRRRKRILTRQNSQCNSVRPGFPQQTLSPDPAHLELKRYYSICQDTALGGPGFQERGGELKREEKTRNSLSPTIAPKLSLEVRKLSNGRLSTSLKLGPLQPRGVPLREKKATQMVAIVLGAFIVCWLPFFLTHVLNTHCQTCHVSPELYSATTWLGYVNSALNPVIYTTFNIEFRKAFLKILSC
#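 Agonist-mode cell screen: cells plated at 1500/well and incubated overnight at 37 °C, then exposed to library compounds for 90 min at 37 °C. Detection reagent was added for 30–60 min at room temperature, and luminescence was read.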
# D3 antag – qHTS of D3 Dopamine Receptor Antagonist: qHTS; AID 652054, 2013; D3R cells, DiscoveRx beta-arrestin luminescence, antagonist mode; stronger effect = lower value; max response, negative = inhibition, %; D(3) dopamine receptor (Homo sapiens), P35462; actives 2.5% (n = 360,000); in the data active = max response below about -50%; inconclusive = no clear call, values can overlap the other calls; also: % is scaled to controls: 0 for no effect and ±100 for the full control effect; mostly tested at two doses, the higher about 12 µM
#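 Cells expressing the human receptor were seeded at 1500 cells/well, incubated overnight at 37 degrees C in 5% CO2, then exposed to library compounds with dopamine controls for 90 minutes at 37 degrees C before luminescent detection.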
# HT1080 IDH1KD tx – qHTS for induction of synthetic lethality in tumor cells producing 2HG: qHTS for the HT-1080-IDH1KD cell line; HT-1080 IDH1 knockdown viability, ATP luminescence, 48 h; actives 2% (n = 360,000); Potency, µM (highest dose often 46.1 µM), without a hit: top-dose activity, negative = toxicity, usual class: cytotoxic;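 also: potency is read from the fitted curve at half-maximal effect; 0% = DMSO wells and -100% = cell-free medium wells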
#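 CellTiter-Glo luminescence after 48 h compound exposure at 37 degrees C of IDH1-knockdown HT-1080 cells in 5% FBS RPMI. %Activity scaled between DMSO wells and cell-free media wells, with curves fitted and assigned curve classes.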
# KB-3-1 tox – qHTS assay for MDR1-selective chemotherapeutics: Primary screen using the parental adenocarcinoma cell KB-3-1 | KB-3-1 viability, CellTiter-Glo ATP luminescence, 72 h | Potency, µM (series often up to 46.1 µM), without a hit: at the top dose activity change, negative = cytotoxic, hits mostly cytotoxic | actives 1.4% (n = 400,000) | AID 1347075, 2019; also: potency is read from the fitted curve at half-maximal effect; % is scaled to controls: 0 for no effect and ±100 for the full control effect; nearly all actives have a fitted effect of over 60% in size
#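 KB-3-1 parental drug-naive adenocarcinoma cells in DMEM/10% FBS, incubated 72 h at 37 C with pin-transferred compounds across a concentration series. Viability by CellTiter-Glo luminescence; concentration-response curves fitted after normalization.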
# SW480 rerep – A quantitative high throughput screen for small molecules that induce DNA re-replication in SW480 colon adenocarcinoma cells; SW480 DNA re-replication, Hoechst DNA content imaging, 48 h; Potency, µM (series often up to 46.1 µM), inactives show top-dose re-replication activation, usual class: activators; actives 1.8% (n = 340,000); AID 624297, 2012; also: potency is read from the fitted curve at half-maximal effect; % of control where 0% means no effect; nearly all actives have a fitted effect of over 55% in size
#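 DNA re-replication was detected as more nuclei of elevated Hoechst intensity after 48 hr exposure to compound (23 nL pinned per well of 250 cells).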
# KB-V1 MDR tox – qHTS assay for MDR1-selective chemotherapeutics: Primary screen using the drug-selected MDR subline cells KB-V1 | actives 3.4% (n = 400,000) | Potency, µM (top dose mostly 46.1 µM), for inactives: at the highest dose activity change, negative = cytotoxicity, actives largely listed as cytotoxic | KB-V1 MDR cells viability, CellTiter-Glo, 72 h; also: potency is read from the fitted curve at half-maximal effect; % is scaled to controls: 0 for no effect and ±100 for the full control effect; nearly all actives have a fitted effect of over 60% in size
#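 Compound-treated KB-V1 multidrug-resistant cells, 72 h, 37 degrees C; viability by CellTiter-Glo. Fitted qHTS curves give the values.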
# HT1080NT lethal – qHTS for induction of synthetic lethality in tumor cells producing 2HG: qHTS for the HT-1080-NT fibrosarcoma cell line | Potency, µM (highest dose often 46.1 µM), without a hit: top-dose activity, negative = less viability, actives largely listed as cytotoxic | HT-1080-NT fibrosarcoma viability, CellTiter-Glo ATP luminescence, 48 h | actives 1.6% (n = 360,000);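 also: NT is the 2HG producing partner of a matched IDH1 knockdown line; potency is read from the fitted curve at half-maximal effect; 0% = DMSO-treated cells and -100% = media-only wells without cells; nearly all actives have a fitted effect of over 55% in size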
#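 HT-1080-NT fibrosarcoma cells (2HG-overproducing), 750 cells/well in RPMI with 5% FBS, dosed after 2 h and incubated 48 h at 37C. CellTiter-Glo luminescence normalized to DMSO and no-cell wells; concentration-response curves fitted and classed.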
# GLP1R ag – qHTS of GLP-1 Receptor Agonists. HEK293 GLP-1R CRE-luciferase, luminescence, 4-6 h; cells express a hypersensitive GLP-1R form. AID 624172, 2012. actives 0.007% (n = 380,000). Potency, µM (highest dose often 45.6 µM), for inactives: top-dose activation, actives largely listed as activators; also: potency is read from the fitted curve at half-maximal effect; % of control where 0% means no effect
# Target sequence (P43220 whole entry, looked up): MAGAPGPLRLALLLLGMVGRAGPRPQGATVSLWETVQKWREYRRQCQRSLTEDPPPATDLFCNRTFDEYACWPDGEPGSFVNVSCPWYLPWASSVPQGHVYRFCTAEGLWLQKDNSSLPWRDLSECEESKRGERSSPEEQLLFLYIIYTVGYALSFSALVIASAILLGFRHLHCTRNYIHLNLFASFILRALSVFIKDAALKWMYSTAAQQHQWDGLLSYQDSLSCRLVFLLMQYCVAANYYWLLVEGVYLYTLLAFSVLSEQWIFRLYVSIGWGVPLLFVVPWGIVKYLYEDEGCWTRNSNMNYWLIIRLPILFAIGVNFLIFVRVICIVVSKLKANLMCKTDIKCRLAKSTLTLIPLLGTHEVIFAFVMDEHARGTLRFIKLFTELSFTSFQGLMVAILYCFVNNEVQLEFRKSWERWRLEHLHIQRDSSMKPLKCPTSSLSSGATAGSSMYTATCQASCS
# Active calls of the source: *; ? = inconclusive; . = not tested or not shown; [ ] = remark or other dose. Unless noted, calls follow the shape of the dose curve; as a rule, active = well fitted curve in the direction sought with a large enough effect; inconclusive = small, poorly fitted or top-dose-only effect, or another doubt; inactive = no such curve, though single readings can be large; an effect the other way counts as inactive or inconclusive. An unsorted share of the library; 12% or so of the library scored in one or more.
# The line under a structure holds: KB-3-1 tox	D3 ag	GLP1R ag	KB-V1 MDR tox	IL1B secr inh	D3 antag	SW480 rerep	HT1080 IDH1KD tx	HT1080NT lethal
> O=C(NC1(Cc2ccccc2)CCN(Cc2ccc(-c3ccccc3)cc2)C1=O)c1ccccc1 (stereo not given)
 : ?	6	2%	?	-10	43	?	?	?
> COc1ccccc1N1CCN(CC(=O)Nc2ccc(S(=O)(=O)N3CCCCCC3)cc2)CC1
 : ?	-5	9%	-8%	-7	-14	-10%	-21%	-21%
> COc1ccccc1N=C1SCC(=O)N1c1ccccc1OC
 : 11%	2	-7%	7%	-7	4	-2%	20%	11%
> O=C(CSCc1nc2scc(-c3cccs3)c2c(=O)[nH]1)Nc1ccccn1
 : .	-6	0%	.	2	11	0%	6%	-1%
> CCn1c(Oc2ccccc2F)nc2c1c(=O)n(C)c(=O)n2C
 : 2%	8	-7%	-4%	-14	2	-5%	-6%	-14%
> Cc1ccc(CN2CCN(/N=C\C(Br)=C\c3ccccc3)CC2)cc1
 : -6%	-13	1%	?	-78*	-22	?	?	?
> CC(C)(C)S(=O)N1Cc2cc(C(=O)NCc3ccc4c(c3)OCO4)nc(-c3cccc(-c4cc5ccccc5o4)c3)c2[C@@H]1CCO (stereo not given in full)
 : ?	13	-7%	-24%	-23	0	.	?	23µM*
> CN(C)/C(=N\S(=O)(=O)c1ccccc1)c1ccccc1
 : 2%	-2	11%	-1%	14	?	-3%	14%	13%
> Cc1c(NC(=O)NCCN2C(=O)C3C4C=CC(C4)C3C2=O)c(=O)n(-c2ccccc2)n1C (stereo not given)
 : -1%	-1	-4%	1%	-3	-22	-3%	9%	3%
> Cc1ccc(-n2nnnc2SCC(=O)Nc2sc(C)c(C)c2C#N)cc1C
 : 9%	7	-2%	0%	25	16	8%	7%	1%
> Cc1ccc(S(=O)(=O)NCCC(=O)NC2CCC(C)CC2)cc1 (stereo not given)
 : 8%	-3	0%	1%	57	3	1%	0%	2%
> COc1ccc(CNC(=O)C2CCN(S(=O)(=O)c3ccc4c(c3)CC(C)N4C(C)=O)CC2)cc1 (stereo not given)
 : -2%	2	8%	0%	-76*	28	?	-9%	-17%
> COc1ccc(S(=O)(=O)N=C2C=C(C)C(=O)C(C)=C2)cc1
 : 9%	2	-11%	-20%	-3	5	0%	1%	-3%
> Cc1cc(C(=O)NNC(=O)c2nn(C)c(=O)c3ccccc23)c(C)o1
 : -16%	2	-4%	-16%	?	-6	-22%	4%	8%
> Cc1ccc(CNS(=O)(=O)NCc2ccc(Cl)cc2)cc1
 : -5%	2	-4%	17%	-6	3	-52%[inhibitor]	1%	3%
> Cc1ccc([N+](=O)[O-])c(OCC(O)CNC(C)(C)C)c1 (stereo not given)
 : -1%	-21	-5%	-25%	0	-12	-6%	-1%	-1%
> Cc1nn(S(=O)(=O)c2ccc(C(C)(C)C)cc2)c(C)c1S(=O)(=O)N1CCOCC1
 : 4%	-2	0%	?	1	14	-1%	11%	14%
> COc1ccc2cc(CCNC(=O)c3cc4ccccc4o3)c(=O)[nH]c2c1
 : 11%	0	9%	-19%	-11	3	5%	-2%	-3%
> CC1(C)CC(NC(=O)C(C)(C)Oc2ccc(Cl)cc2)CC(C)(C)N1
 : -7%	-24	5%	-1%	-16	8	0%	-7%	-14%
> O=C(c1ccco1)N1CCN(C(c2cccs2)c2nnnn2C2CCCCC2)CC1 (stereo not given)
 : -2%	-13	-1%	-24%	12	-23	0%	-1%[9.24 µM]	-18%
> CCCCCn1c(=O)[nH]c2cc(C(=O)NCc3ccc(Cl)cc3)ccc2c1=O
 : 24%	4	0%	15%	.	.	.	.	.
> COc1ccccc1OCc1nc(-c2cccc([N+](=O)[O-])c2)no1
 : 29%	12	19%	3%	-10	-17	19%	-4%	-2%
> Cc1cc(C)n2ncc(C(=O)NCc3cccnc3)c2n1
 : 11%	0	-3%	20%	2	-9	0%	4%	11%
> CCCCOC(=O)Nc1ccc(N2CCOCC2)cc1
 : -3%	2	4%	-18%	-11	-17	-1%	6%	11%
> O=C(/C=C/c1c(F)cccc1Cl)NCc1ccco1
 : -5%	-11	2%	-2%	-18	-15	4%	-2%	-7%
> O=C(COc1ccc2ccc(=O)oc2c1)NC1CCCC1
 : ?	-7	5%	-39%	-5	-13	28%	-1%	2%
> CC(NC(=O)COC(=O)c1cc(S(=O)(=O)N2CCOCC2)ccc1F)c1ccccc1 (stereo not given)
 : 2%	-1	-4%	0%	-24	19	-2%	-5%	0%
> CC(C)N(Cc1ccccc1)C(=S)NC(=O)C1(C)CC1(Cl)Cl (stereo not given)
 : ?	1	-1%	?	-5	20	-1%	-17%	-13%
> Cc1onc(-c2ccccc2)c1C(=O)OCC(=O)N1CCC(C)CC1
 : 24%	-5	8%	-12%	14	-13	5%	4%	-3%
> Cc1cccc(NC(=O)Nc2cnccn2)c1
 : 0%	-3	1%	?	11	-3	-1%	11%	20%

# The closing 3 compounds of the part above lead into the next.
# The line under a structure holds: KB-3-1 tox	D3 ag	GLP1R ag	KB-V1 MDR tox	IL1B secr inh	D3 antag	SW480 rerep	HT1080 IDH1KD tx	HT1080NT lethal
> CC(C)N(Cc1ccccc1)C(=S)NC(=O)C1(C)CC1(Cl)Cl (stereo not given)
 : ?	1	-1%	?	-5	20	-1%	-17%	-13%
> Cc1onc(-c2ccccc2)c1C(=O)OCC(=O)N1CCC(C)CC1
 : 24%	-5	8%	-12%	14	-13	5%	4%	-3%
> Cc1cccc(NC(=O)Nc2cnccn2)c1
 : 0%	-3	1%	?	11	-3	-1%	11%	20%
> COc1ccc(S(=O)(=O)NC(N)=NCCc2ccccc2OC)cc1
 : 21%	6	10%	-10%	7	-2	2%	-12%	-20%
> CCCc1nc(SCc2ccccc2Cl)n[nH]1
 : 0%	-2	-3%	-6%	-2	-24	19%[9.22 µM]	-2%	-3%
> CC(C)[C@H]1C=C(C(=O)O)O[C@@H](OCc2ccc(CO)cc2)C1
 : 3%	-8	-2%	-6%	5	?	-1%	-4%	-7%
> COc1ccc(N2C(=O)C3CCCN3C2c2ccc(C)cc2)cc1Cl (stereo not given)
 : 14%	1	19%	-11%	11	-6	-1%	3%	-4%
> COc1ccc(-c2cc(C(=O)N(C)CC(=O)Nc3ccccc3C(F)(F)F)c3ccccc3n2)cc1OC
 : -10%	2	-4%	-3%	-16	55	3%	-28%	?
> C/C(=N/Nc1ccc(F)cc1)c1ccc(Cl)s1
 : 4%	0	-5%	-3%	7	10	2%	23%	10%
> COc1cccc(CN(C)S(=O)(=O)c2cccs2)c1
 : 0%	2	26%	-20%	14	-21	-7%	1%	11%
> CCN(CC)C(=O)N1CCN(C(=O)N2CCOCC2)CC1
 : 4%	2	-5%	?	-7	0	29%	10%	15%
> COC(=O)c1ccc(CNC(=O)C2CCC(=O)N(CCc3ccccc3)C2)cc1 (stereo not given)
 : 16%	9	-2%	7%	21	13	-2%	5%	-1%
> CCc1ccc2c(c1)/C(=N/N(C)C(=S)NC)C(=O)N2
 : -1%	-19	-5%	?	-27	-25	14%	0%	-2%
> CCCc1cc(=O)oc2cc(OC(=O)CN3C(=O)NC4(CCCC4)C3=O)ccc12
 : 0%	-22	-2%	3%	2	?	-21%	-3%	-4%
> COc1ccc(N2C(=O)c3ccccc3NC2c2ccc(OC)c(Cn3cc([N+](=O)[O-])cn3)c2)cc1 (stereo not given)
 : -10%	0	11%	-11%	-14	26	3%	1%	-1%
> CCSc1nnc(NC(=O)c2ccccn2)s1
 : ?	-2	-8%	0%	21	-84*	?	?	?
> O=C(C[n+]1ccc2ccccc2c1)c1ccc(NC(=O)c2ccccc2)cc1
 : 21µM*	1	1%	-4%	?	-8	-4%	-17%	-13%
> NC(=O)c1cc([N+](=O)[O-])ccc1NCc1ccc(F)cc1
 : 0%	1	25%	-22%	30	-21	-9%	-1%	-1%
> O=C(CCN1CCCCO1)N1CCCC(Nc2cccc(F)c2)C1 (stereo not given)
 : 12%	6	6%	11%	25	5	-5%	13%	14%
> OC/C(Br)=C(\Br)CO
 : 0%	10	2%	-4%	21	-17	25%	9%	2%
> O=C(Nc1ccc(Oc2ccccc2)cc1)C1CCN(c2c3c(nc4ncnn24)CCC3)CC1
 : ?	14	-19%	?	-91*	38	27%	-9%	-26%
> O=C(O)c1ccc(N2C(=O)CC(N3CCC(c4nc5ccccc5[nH]4)CC3)C2=O)cc1 (stereo not given)
 : 13%	6	-1%	-1%	0	8	1%	18%	7%
> CCOC(=O)N1CCN(Cc2nc(-c3cccs3)no2)CC1
 : 0%	3	15%	5%	5	21	?	13%	-1%
> CCCCn1c(=O)[nH]c(=O)c2c1nc(-c1cc3c(cc1Br)OCO3)n2C
 : 13%	0	21%	-29%	41	5	-2%	12%	-8%
> Cc1sc(NC(=O)CSc2ncn(-c3ccccc3)n2)nc1-c1ccccc1
 : ?	1	4%	23µM*	0	22	1%	-5%	9%
> CC1CCCCC1NC(=O)CSCC(=O)O (stereo not given)
 : 2%	-1	-14%	-2%	15	4	-34%	-9%	1%
> CN1C(=O)CC(N2CCC(c3nc4ccccc4[nH]3)CC2)C1=O (stereo not given)
 : 7%	0	-5%	-12%	8	-12	2%	0%	17%
> COCCn1c(=N)c(C(=O)NC(C)c2ccccc2)cc2c(=O)n3cc(C)ccc3nc21 (stereo not given)
 : -1%	4	0%	?	.	.	.	.	.
